Bioassay records deposited in PubChem BioAssay by National Center for Advancing Translational Sciences (NCATS).
Mm-Cpn inhibitor = blocks the Methanococcus maripaludis chaperonin Mm-Cpn. purified Mm-Cpn ATPase, ADP Transcreener TR-FRET. Potency, µM (top dose mostly 76.9 µM), for inactives: top-dose activity, negative = inhibition, actives largely listed as inhibitors. 330,000 tested, 0.031% active; further: potency means the concentration at half of the fitted maximal effect; on the % scale 0 is the no-effect control and ±100 the full control effect; nearly all actives have a fitted effect of over 80% in size
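ATPase turnover read by TR-FRET ADP competition (Eu cryptate antibody/ADP-d2, 665/590 nm): 10uM ATP final, 25nM Mm-CPN final, 30 min 37degC after 10-min compound preincubation, pH 7.4 Tris/KCl/MgCl2/DTT buffer.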
EPAC1 antag = blocks human EPAC1 exchange factor. EPAC1 GEF assay, Rap1b-BODIPY-GDP exchange fluorescence. Potency, µM (doses to about 115 µM), for the others: at the highest dose activity change, negative = inhibition, hits mostly inhibitors. 360,000 tested, 0.14% active;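 further: potency means the concentration at half of the fitted maximal effect; plate controls were vehicle for no effect and positive control for full effect; nearly all actives have a fitted effect of over 50% in size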
Target sequence (O95398 whole entry, looked up): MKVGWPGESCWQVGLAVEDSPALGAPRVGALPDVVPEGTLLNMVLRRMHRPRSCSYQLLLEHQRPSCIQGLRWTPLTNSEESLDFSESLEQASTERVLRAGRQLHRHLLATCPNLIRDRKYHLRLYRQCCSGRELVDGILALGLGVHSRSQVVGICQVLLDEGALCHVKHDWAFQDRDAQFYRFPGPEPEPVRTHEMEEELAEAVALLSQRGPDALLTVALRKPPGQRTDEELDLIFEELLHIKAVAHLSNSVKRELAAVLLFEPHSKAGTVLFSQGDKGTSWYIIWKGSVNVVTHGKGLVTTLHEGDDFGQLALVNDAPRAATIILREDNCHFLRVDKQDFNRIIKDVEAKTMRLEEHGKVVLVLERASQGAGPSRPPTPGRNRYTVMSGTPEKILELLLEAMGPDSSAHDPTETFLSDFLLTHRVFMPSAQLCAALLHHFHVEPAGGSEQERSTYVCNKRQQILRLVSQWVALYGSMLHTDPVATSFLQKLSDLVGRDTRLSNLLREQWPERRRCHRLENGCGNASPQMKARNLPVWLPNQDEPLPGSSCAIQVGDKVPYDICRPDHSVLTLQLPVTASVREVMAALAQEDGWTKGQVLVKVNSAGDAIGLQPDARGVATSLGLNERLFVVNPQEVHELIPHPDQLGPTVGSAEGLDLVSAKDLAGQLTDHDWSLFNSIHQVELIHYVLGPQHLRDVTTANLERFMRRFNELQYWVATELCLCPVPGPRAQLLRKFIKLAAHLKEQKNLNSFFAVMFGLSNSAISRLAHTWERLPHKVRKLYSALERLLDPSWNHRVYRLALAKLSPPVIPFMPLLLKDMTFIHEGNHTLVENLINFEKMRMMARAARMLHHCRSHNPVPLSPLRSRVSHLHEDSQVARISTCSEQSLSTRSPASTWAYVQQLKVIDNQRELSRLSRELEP
PLK1 PBD inh = inhibitors of human PLK1 polo-box domain binding. P53350. Potency, µM, inactives show max response, negative = inhibition, hits mostly inhibitors. Plk1 PBD binding of FITC phosphopeptide, fluorescence polarization. AID 720504. 360,000 tested, 2.8% active; further: potency means the concentration at half of the fitted maximal effect; series mostly up to about 57 µM; on the % scale 0 is the no-effect control and ±100 the full control effect; nearly all actives have a fitted effect of over 65% in size
PI5P4K alpha inh = blocks human PI5P4K alpha kinase activity | P48426 | PI5P4Kalpha enzyme, ADP-Glo luminescence, 60 min; stronger effect = lower value | max response, % | 330,000 tested, 1.2% active | AID 652105; active means max response of -50% or lower; inconclusive means between -30% and -50%; inactive means -30% or higher; further: value at the top dose of about 77 µM; on the % scale 0 is the no-effect control and ±100 the full control effect
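ADP-Glo luminescence end-point after a 60 min room-temperature kinase reaction. PI5P4Kalpha and substrate in HEPES pH 7.4 buffer with EGTA, 0.1% CHAPS and 5% DMSO; ATP at 5 microM final.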
EPAC2 antagonist = EPAC2 (human) antagonism. Q8WZA2. AID 720708. 360,000 tested, 0.18% active. Potency, µM (highest dose often 114 µM), without a hit: top-dose activity, negative = inhibition, actives largely listed as inhibitors. EPAC2 GEF exchange of Rap1B-BODIPY-GDP, fluorescence; further: potency means the concentration at half of the fitted maximal effect; on the % scale 0 is the no-effect control and ±100 the full control effect; nearly all actives have a fitted effect of over 45% in size; many of its hits are not listed in these tables
CCT chaperon mod = modulators of cytosolic chaperonin (CCT/TRiC) activity. purified chaperonin ATPase assay, HTRF ADP detection, 30 min. 360,000 tested, 0.3% active. activity change, % (no concentration beside the values), hits read low; in the data active means activity change below about -30%; further: on the % scale 0 is the no-effect control and ±100 the full control effect
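ATPase activity: ADP formed was measured by HTRF Transcreener (665/615 nm ratio) after 30 min at 37 deg C with 10 uM ATP. Compounds screened at one 76 uM concentration against 40 or 20 nM TRiC in Tris pH 7.4/KCl/MgCl2/DTT buffer.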
WRN helicase inh = blocks human WRN helicase; WRN helicase unwinding, fluorescent forked duplex, kinetic; Potency, µM (series often up to 114 µM), inactives show at the top dose activity change, negative = inhibition, most hits filed as inhibitors; 360,000 tested, 0.46% active; further: potency means the concentration at half of the fitted maximal effect; on the % scale 0 is the no-effect control and ±100 the full control effect; nearly all actives have a fitted effect of over 55% in size
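Primary qHTS, 1536-well format. 20 nM WRN + compound, 15 min RT; start with 100 nM forked fluorophore/quencher duplex, 2 mM ATP (final); kinetic read ex 525/em 598 nm.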
EPAC1 agonist = EPAC1 (human) agonism | O95398 | EPAC1 agonist qHTS, biochemical assay; response scale: 100% = response to 6.5 mM cAMP | Potency, µM (titrated, usually from 154 µM), without a hit: top-dose activation, actives largely listed as activators | 360,000 tested, 0.073% active; further: potency means the concentration at half of the fitted maximal effect; nearly all actives have a fitted effect of over 60% in size
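Normalized to 6.5 mM cAMP, activity reflects EPAC1-catalysed release of BODIPY-GDP from Rap1B, followed kinetically over 30 min at 480 nm excitation, 540 nm emission. Reaction contained 100 nM EPAC1, 250 nM Rap1B-BODIPY-GDP, 50 uM GDP.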
* = called active by the depositor; ? = inconclusive; nt = not tested or not shown; [ ] = remark or other dose. Unless noted, the call rests on the fitted dose curve; in most records, active means well fitted curve in the direction sought with a large enough effect; inconclusive means small, poorly fitted or top-dose-only effect, or another doubt; inactive means no such curve, though single readings can be large; an effect the other way counts as inactive or inconclusive. A portion of the library; the hit share may differ from the screen's.

SMILES	Mm-Cpn inhibitor	EPAC1 antag	PLK1 PBD inh	PI5P4K alpha inh	EPAC2 antagonist	CCT chaperon mod	WRN helicase inh	EPAC1 agonist
COc1cc(C=O)ccc1OS(=O)(=O)c1ccc(NC(C)=O)cc1	3%	0%	-6%	-5	14%	0.2	-3%	-4%
O=C(O)CN(c1ccccc1F)S(=O)(=O)c1ccccc1	-2%	16%	-5%	nt	18%	0.0	6%	3%
COc1ccc(C(=O)NCC2(c3ccccc3)CCOCC2)cc1[N+](=O)[O-]	1%	-1%	12µM*	-19	3%	-0.5	-2%	-2%
Cc1c(NC(=O)c2cccc(NC(=O)COc3ccccc3)c2)c(=O)n(-c2ccccc2)n1C	-1%	-1%	0%	2	1%	-0.7	-7%	2%
COc1ccccc1CNC(=O)CSCc1cnn(-c2ccccc2)c1-n1cccc1	-10%	-12%	-3%	0	-5%	0.7	-13%	0%
Cn1c(=O)c2cc(S(=O)(=O)NC(Cc3ccccc3)C(=O)NCc3ccco3)ccc2n(C)c1=O (stereo not drawn)	-1%	-3%	-2%	6	4%	-3.4	-1%	1%
COc1ccc(-c2csc3nc(-c4ccccc4F)oc(=O)c23)cc1OC	0%	-5%	-2%	nt	5%	-3.8	-31%	3%
CCCNC(=O)C(Cc1ccc(I)cc1)NC(=O)c1ccc2ccccc2n1 (stereo not drawn)	-3%	-4%	-11%	-2	-9%	-0.7	7%	3%
COC(=O)c1ccc(C2/C(=C(\O)c3ccc4c(c3)OCCO4)C(=O)C(=O)N2CCCN(C)C)cc1 (stereo not drawn)	1%	5%	-6%	-2	10%	-0.4	0%	-2%
O=C(CCc1nc2cccnc2n1Cc1ccccc1)NCCc1ccc(Cl)cc1	1%	0%	-3%	2	-3%	1.4	-4%	2%
CCn1c(SC(C)C(=O)Nc2ccc(N3CCOCC3)cc2)nnc1-c1ccco1 (stereo not drawn)	0%	3%	2%	-6	2%	0.3	-4%	5%
C/C(CC(=O)Nc1ccc([N+](=O)[O-])cc1)=N/NC(=O)C1CC12CCC2 (stereo not drawn)	2%	-13%	-18%	8	1%	-3.1	-8%	-3%
COc1ccc(NC(=O)C2CCCC2)cn1	0%	-10%	0%	1	14%	-1.9	-6%	-7%
CCOC(=O)c1sc2nc(C)nc(SC(C)C(=O)NC3CC3)c2c1C (stereo not drawn)	-3%	31%[activator]	0%	0	4%	0.6	15%	-14%
O=C(c1cccc(Cl)c1Cl)N1CCN(c2ccccn2)CC1	-2%	-3%	2%	nt	0%	0.4	5%	7%
CCOC(=O)C1=C2N(C)c3ccccc3N2CCC1=O	1%	5%	2%	-3	13%	1.8	1%	-2%
O=S(=O)(c1cccnc1)N1CCCC(Nc2ccc(F)c(F)c2)C1 (stereo not drawn)	nt	-11%	2%	0	-7%	1.3	-5%	2%
COC(=O)C1=C(C)N(c2cc(Cl)cc(Cl)c2)C(=O)C1	-1%	5%	-20%	0	1%	0.0	-10%	-2%
Cc1ccc(C(=O)NCCNC(=O)COc2ccc(C)c(C)c2)cn1	2%	-7%	-4%	-21	4%	0.1	-13%	-4%
O=C(NN=Cc1cccc2ccccc12)C(=O)NN=Cc1cccc2ccccc12	nt	-3%	-14%	-1	-3%	-4.0	8%	2%
COc1ccc(NC(=O)/C=C/c2cc(Br)ccc2OC)cc1	2%	-7%	-7%	14	?	-1.8	-13%	1%
O=C(/C=C/[C@H]1O[C@@H](n2ccc(=O)[nH]c2=O)[C@H](O)[C@@H]1O)NCCN1CCCCC1	nt	-11%	5%	3	2%	2.5	-13%	2%
N#CCCn1cc(C(=O)N2CCCCC2)c(-c2cccc([N+](=O)[O-])c2)n1	4%	-7%	-2%	2	1%	0.1	-1%	8%
COc1ccc(NC(=O)NCc2cccn2C)c(OC)c1	1%	-8%	-4%	4	-14%	1.9	-10%	0%
Nc1nc(-c2ccc(Br)cc2)cc(C(F)(F)F)n1	-5%	3%	-10%	3	1%	-1.3	2%	-4%
Cc1cc2n(n1)SC(Nc1ccc(F)cc1)N2 (stereo not drawn)	-2%	7%	0%	nt	1%	2.2	3%	12%
CCN(CC)S(=O)(=O)c1ccc2c(c1)oc(=O)n2CC(=O)N(C)C1CCCCC1	-2%	-27%	-13%	1	-4%	1.5	0%	-8%
CCN(CC)CCn1c(-c2ccccc2)nc(=S)c2c1CC(C)(C)OC2	-2%	5%	-12%	5	15%	1.2	-22%	-6%
CC(O)CCC(=O)NNC1CC(=O)N(c2ccccc2)C1=O (stereo not drawn)	4%	-4%	4%	-1	1%	-1.0	2%	2%
COc1ccccc1S(=O)(=O)CC(O)COc1ccccc1Cl (stereo not drawn)	2%	-19%	3%	-1	3%	0.3	1%	-7%
O=C(NCCN1CCOCC1)c1c(O)nc2sccn2c1=O	0%	-6%	-3%	3	1%	-1.4	5%	-1%
N=c1c2c(-c3ccccc3)c(-c3ccccc3)oc2ncn1CCCN1CCOCC1	0%	6%	-5%	nt	8%	-1.5	2%	-7%
CCNc1nc(NC(C)C)nc(-c2ccncc2)n1	nt	4%	-1%	3	3%	0.3	2%	2%
CCCC(=O)Nc1nnc(-c2cccc(OCC)c2)s1	1%	-3%	-8%	-1	-8%	-2.9	3%	12%
CCOC(=O)c1cc(NC(=O)Nc2ccc(Br)cc2)c(C)nc1C	-2%	-7%	4%	15	1%	-1.3	-2%	0%
Cc1ccc(S(=O)(=O)N(C)CC(=O)Nc2ccccc2N2CCCC2)cc1	2%	7%	6%	1	-15%	-1.4	5%	8%
COc1ccc(C(=O)Cn2c(Br)nc3c2c(=O)n(C)c(=O)n3C)cc1	2%	11%	-8%	nt	2%	-2.1	0%	4%
O=C(O)CCN1CC2([N+](=O)[O-])C=CC(=O)C([N+](=O)[O-])(C1)C2CC(=O)c1ccccc1 (stereo not drawn)	0%	-9%	-11%	-21	-1%	-1.5	-18%[11.6 µM]	-7%
COc1ccc(CCNC(=O)C(=O)NCc2ccccc2)cc1OC	2%	11%	0%	6	4%	-0.1	-1%	3%
CN(C)C(=O)N1CCC(C(=O)NCc2cccs2)CC1	1%	18%	-5%	nt	6%	-2.6	-3%	12%
Cc1ccc(N=Cc2nc(/C=C/c3cccc([N+](=O)[O-])c3)oc2O)cc1	1%	-11%	-7%	nt	1%	-0.8	-6%	0%
O=S(=O)(Nc1ccc2c(c1)OCCO2)c1c(F)cccc1F	-2%	-2%	-25%	-7	9%	-2.0	3%	7%
CSc1nc2ccsc2c(=O)n1-c1cccnc1	3%	-5%	1%	4	2%	0.6	5%	-4%
NS(=O)(=O)c1ccc(CCNCc2cccnc2)cc1	-3%	-17%	-7%	-5	1%	0.9	11%	-14%
Cc1nc2nc(SCC(=O)O)nn2c(C)c1Cc1c(F)cccc1Cl	1%	7%	-14%	-3	0%	0.5	-4%	12%
Cc1cccc(OC(=O)CCN2C(=O)C3C4C=CC(C5CC45)C3C2=O)c1C (stereo not drawn)	-19%	4%	-10%	1	1%[57.1 µM]	0.6	3%	-3%
CCN(CC)CCN(Cc1cc2cc3c(cc2[nH]c1=O)OCO3)C(=S)NCCCN(C)C	1%	-3%	-8%	2	3%	-1.8	55%[activator]	15%
CCOc1ccc(N2C(=O)CC(N3CCN(C(=O)c4ccco4)CC3)C2=O)cc1 (stereo not drawn)	-1%	-11%	3%	1	-2%	-2.0	-7%	3%
Clc1cc(Cl)c2nc(N3CCCC3)sc2c1	nt	-19%	-5%	31	-1%	-3.2	1%	20%
C[C@H](NC(=O)c1ccccc1Cl)C(=O)OCCOc1cccc(Cl)c1	0%	4%	6%	0	-29%	0.6	-5%	-8%
Cc1oc2c(O)c(O)ccc2c(=O)c1-c1ccccc1	-4%	-18%	-8%	-1	5%	0.7	-12%	-3%
COc1ccc(NC(=O)c2cccs2)cc1OC	2%	19%	-5%	nt	-1%	-3.7	2%	2%
COc1cccc(CNCCc2c[nH]c3ccccc23)c1OCc1ccc(F)cc1	0%	-5%	-3%	-4	-3%	-1.6	-12%	4%
Cc1noc(C(=O)Nc2c(C)n(C)n(-c3ccccc3)c2=O)c1Cl	-3%	-14%	-12%	-6	4%	-2.8	-14%	-3%
CCOc1ccccc1N(CC(=O)NCCSc1ccccc1)S(C)(=O)=O	0%	12%	-4%	-5	5%	-0.3	2%	-2%
O=C(NCCNC(=O)c1cc(OCC(F)(F)F)ccc1OCC(F)(F)F)Nc1ccc(Cl)cc1	2%	-4%	-4%	nt	-4%	-2.6	2%	4%
Cc1cc(C(=O)NNC(=O)c2ccc(C)s2)c(C)o1	2%	-15%	-9%	3	13%	-1.4	10%	15%
CCN(CC)S(=O)(=O)c1ccc(NC(=O)c2cc(C(=O)OC)cc([N+](=O)[O-])c2)cc1	?	-3%	2%	-4	3%	-0.3	5%	4%
O=C(NC1CCCC1)C(c1ccc(O)cc1)N(CC1CCCO1)C(=O)C1COc2ccccc2O1 (stereo not drawn)	-1%	1%	-2%	nt	-3%	-1.6	-7%[57.1 µM]	9%
CCC[C@@H](CN1CCC[C@H]1CN1C(N)=NC[C@H]1C(C)C)N1C[C@@H]([C@H](C)CC)N(CCCC2CCCC2)C1=N	0%	-21%	-15%	6	29%	-0.1	-4%	-12%

Two compounds picked at random from those above:
SMILES	Mm-Cpn inhibitor	EPAC1 antag	PLK1 PBD inh	PI5P4K alpha inh	EPAC2 antagonist	CCT chaperon mod	WRN helicase inh	EPAC1 agonist
COc1cccc(CNCCc2c[nH]c3ccccc23)c1OCc1ccc(F)cc1	0%	-5%	-3%	-4	-3%	-1.6	-12%	4%
Cc1oc2c(O)c(O)ccc2c(=O)c1-c1ccccc1	-4%	-18%	-8%	-1	5%	0.7	-12%	-3%

Next part:
SMILES	Mm-Cpn inhibitor	EPAC1 antag	PLK1 PBD inh	PI5P4K alpha inh	EPAC2 antagonist	CCT chaperon mod	WRN helicase inh	EPAC1 agonist
Oc1ccc(Cl)cc1C=NCCc1ccccc1	0%	-11%	-20%	-9	-5%	1.7	-12%	-8%
COc1ccc(-c2c(C#N)c(SCC(N)=O)nc3c2CCCC3)cc1	0%	-3%	?	0	4%	0.0	-15%	6%
CC(CN1CCCC1)OC(=O)Cc1ccc(Cl)cc1 (stereo not drawn)	0%	-11%	-11%	5	-1%	-1.3	-26%	6%
Cc1ccc(C(CNC(=O)Nc2cccc(C)c2)N2CCN(C)CC2)cc1 (stereo not drawn)	1%	13%	6%	2	13%	1.0	-4%	-11%
